HttQ103 aggreg = qHTS Multiplex Assay to Identify Dual Action Probes in a Cell Model of Huntington: Aggregate Formation (GFP) | PC12 HttQ103-GFP aggregates, Acumen cytometry, 40 h | Potency, µM (doses to about 46.1 µM), for inactives: at the highest dose activity change, negative = inhibition, most hits filed as inhibitors | 1.1% of 220,000 active | AID 1688, 2009; further: on the % scale 0 is the no-effect control and ±100 the full control effect; nearly all actives have a fitted effect of over 60% in size
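Quantitative HTS on tebufenozide-induced (100 nM) PC12 cells stably expressing polyQ103 Huntingtin exon 1–GFP. Reduction of bright GFP aggregates, detected by laser scanning cytometry after lysis, identified actives across the titration.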
GAA glycogen mod = qHTS Assay for Inhibitors and Activators of Human alpha-Glucosidase Cleavage of Glycogen. recombinant GAA, glycogen substrate, Amplex Red glucose oxidase fluorescence. Lysosomal alpha-glucosidase (Homo sapiens), P10253. AID 2100, 2009. Potency, µM (titrated, usually from 76.4 µM), for the others: at the top dose activity change, negative = inhibition, most hits filed as inhibitors. 0.38% of 300,000 active;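 further: 0% = full enzyme reaction and -100% = no-enzyme basal signal; the screen sought inhibitors and activators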
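Recombinant human alpha-glucosidase (4 nM final) hydrolysed bovine liver glycogen (30 ug) for 40 min at 37 C in pH 5.0 citrate/phosphate with 0.01% Tween-20. Released glucose detected by glucose oxidase/Amplex Red, Ex 573/Em 610 nm. Compounds up to 77 uM; AC50 from Hill fits.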
GAA inhib = qHTS Assay for Inhibitors of Human alpha-Glucosidase as a Potential Chaperone Treatment of Pompe Disease; purified human GAA, 4-MU-alpha-glucoside fluorescence; 0.005% of 200,000 active; Potency, µM (titrated, usually from 76.9 µM), without a hit: at the top dose activity change, negative = inhibition, hits mostly inhibitors; AID 1466, 2008; Lysosomal alpha-glucosidase (Homo sapiens), P10253;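 further: plate controls were uninhibited enzyme wells for no effect and no-enzyme background for full effect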
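AC50 values come from Hill fits of compound titrations (up to 77 uM) against 4 nM human enzyme. Substrate 4-methylumbelliferyl-alpha-D-pyranoside at 400 uM, pH 5.0 citrate buffer, 20 min room temperature; fluorescence Ex 365/Em 440 after alkaline stop.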
HTT ATP protect = qHTS Multiplex Assay to Identify Dual Action Probes in a Cell Model of Huntington: Cytoprotection (ATP). PC12 HTT-Q103 induced, cytoprotection, ATP luminescence, 40 h. Potency, µM (doses to about 56.4 µM), for the others: cytoprotection (ATP increase), hits mostly activators. 0.14% of 230,000 active. AID 1471, 2008;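 further: % of control where 0% means no effect; nearly all actives have a fitted effect of over 45% in size; toxic huntingtin expression switched on by the ecdysone agonist tebufenozide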
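PC12 cells with ecdysone-inducible HTT exon 1 Q103-GFP, induced with 100 nM tebufenozide and co-treated with library compounds in a dose series (1536-well, 1500 cells/well). Cytoprotection read as ATP content by ATPlite luminescence.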
IMPase Li inh = qHTS Assay for Identifying the Cell-Membrane Permeable IMPase Inhibitors: Potentiation with Lithium; CHO-M1 cells, IP1 TR-FRET (IP-One), carbachol + lithium; Potency, µM (doses to about 59.4 µM), inactives show top-dose activity, negative = IMPase inhibition, usual class: inhibitors; 0.35% of 210,000 active;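 further: IP1 builds up when IMPase is blocked and the TR-FRET signal falls; plate controls were basal vehicle for no effect and high inhibitor control for full effect; nearly all actives have a fitted effect of over 50% in size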
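CHO-M1, 2000 cells/well, 16–30 h culture; cpd + low Li+, 30 min 37C; lysis with d2-IP1/Eu-anti-IP1 Ab, 10 min RT; TR-FRET 665/620 ratio and 620 channel; AC50 via Hill.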
aGlu spleen mod = qHTS Assay for Inhibitors and Activators of Human alpha-Glucosidase From Spleen Homogenate | Lysosomal alpha-glucosidase (Homo sapiens), P10253 | human spleen homogenate, 4-MU-alpha-glucoside fluorescence | Potency, µM (top dose mostly 79.9 µM), for inactives: top-dose activity change, negative = inhibition, hits mostly inhibitors | 0.006% of 240,000 active | AID 2112, 2009;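 further: 0% = enzyme with vehicle and -100% = no enzyme basal signal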
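Enzyme source: human spleen homogenate, 1 ug/well. Buffer 50 mM citric acid/K phosphate pH 5.0, 0.01% Tween-20. 4-MU-alpha-glucoside 1 mM; 37 C x 40 min; NaOH/glycine stop; fluorescence.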
GoLoco inh red = qHTS Assay for Inhibitors of RGS12 GoLoco Motif Activity (Red Fluorophore); Gai1:RGS12 GoLoco peptide FP, rhodamine, 10 min; Potency, µM (titrated, usually from 61.6 µM), without a hit: top-dose activity, negative = inhibition, hits mostly inhibitors; 0.44% of 230,000 active; AID 880, 2007; active means well fitted inhibition curve with a large enough effect, not every such curve was filed as active; inactive means no such curve, though single readings can be large or run the other way; further: on the % scale 0 is the no-effect control and ±100 the full control effect; nearly all actives have a fitted effect of over 30% in size; many of its hits are not listed in these tables
Target sequence (P63096 whole entry, looked up): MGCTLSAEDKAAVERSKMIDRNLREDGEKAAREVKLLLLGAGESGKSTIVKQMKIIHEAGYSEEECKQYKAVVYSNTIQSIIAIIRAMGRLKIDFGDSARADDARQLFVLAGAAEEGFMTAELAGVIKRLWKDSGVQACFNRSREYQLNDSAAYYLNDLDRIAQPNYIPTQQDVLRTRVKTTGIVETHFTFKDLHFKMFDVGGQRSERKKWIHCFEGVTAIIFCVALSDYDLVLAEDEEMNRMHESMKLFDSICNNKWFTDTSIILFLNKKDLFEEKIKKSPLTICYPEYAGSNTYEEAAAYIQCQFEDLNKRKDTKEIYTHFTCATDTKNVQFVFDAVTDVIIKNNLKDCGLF
* hit, by the source's call; u = inconclusive; x = not tested or not shown; & = joins results of further samples; [ ] = remark or other dose. Unless noted, the call rests on the fitted dose curve; in most records, active means well fitted curve in the direction sought with a large enough effect; inconclusive means small, poorly fitted or top-dose-only effect, or another doubt; inactive means no such curve, though single readings can be large; an effect the other way counts as inactive or inconclusive. Potency means the concentration at half of the fitted maximal effect. An excerpt; rates above refer to the full screens.

SMILES	HttQ103 aggreg	GAA glycogen mod	GAA inhib	HTT ATP protect	IMPase Li inh	aGlu spleen mod	GoLoco inh red
CCCOC(=S)N/C(=N\S(=O)(=O)c1ccccc1)c1ccccc1	u	-3%	u	8%[10 µM]	6%[38.3 µM]	-4%	2%
COC(=O)c1cc2c(s1)-c1ccccc1CC2	-3%	0%	7%	13%[10 µM]	15%[38.3 µM]	-4%	9%
CC(C)(C)C(=O)NCCc1nc2ccccc2n1CC(=O)c1ccccc1	-11%	-2%	2%	x	12%	3%	10%
S=C(NCc1ccco1)N/N=C/c1ccccc1Cl	-20%	-4%	1%	x	0%	2%	11%
COc1cc2c(cc1OC)C1=NC(=O)CN1C(SCc1ccc(C)cc1)=N2	-24%	10%	0%	13%[10 µM]	u	-8%	20%
CC(CN1CCN(C)CC1)OC(=O)c1ccccc1Cl (centres undefined)	-5%	1%	8%	8%	4%[38.3 µM]	-11%	10%
CCNc1cc(N2CCN(S(=O)(=O)c3ccc4c(c3)CCCC4)CC2)ccc1[N+](=O)[O-]	18%	-5%	0%	-22%	8%[38.3 µM]	-7%	-12%
O=[N+]([O-])c1cc(Cl)ccc1-c1nc(-c2ccncc2)no1	21%	11%	4%	-35%[inhibitor]	4%	1%	2%
CCOc1cnc(C(=O)NNC(=O)c2ccccc2Br)o1	-3%	-12%	-1%	-50%[inhibitor]	-8%	-1%	-7%
NC[C@@H](O)CSCc1ccc(Cl)cc1	x	x	x	-4%[10 µM]	-7%	x	10%[14.2 µM]
COc1ccc(/C=C2\CCCc3c2nc2ccc(C)cc2c3C(=O)O)cc1O	-1%[9.22 µM]	u	-3%	1%[10 µM]	x	-2%	-18%
CC(=O)c1ccc(N2CCN(C(=O)c3ccc(Cn4c(=S)[nH]c5ccc(N6CCOCC6)cc5c4=O)cc3)CC2)cc1	0%	9%	-3%	x	-19%	-9%	1%
O=C(O)c1cccc(N2C(=O)c3ccc4c5c(ccc(c35)C2=O)C(=O)N(c2cccc(C(=O)O)c2)C4=O)c1	5%[9.22 µM]	-3%	x	18%[10 µM]	x	-5%	-21%
COc1ccc2nc(C)c3c(c2c1)OC(C)C3 (centres undefined)	22%	3%	-5%	9%	6%[38.3 µM]	-10%	-4%
CCCCOc1ccc(CSc2nnc(C)n2N)cc1[N+](=O)[O-]	-2%[9.22 µM]	-2%	7%	24%[10 µM]	-3%	1%	8%
COc1ncnc(OC)c1NC(=O)c1ccc(F)cc1	23%	10%	-1%	-5%[10 µM]	3%[38.3 µM]	-15%	-1%
CCOC(=O)c1cc(=O)n2nc(-c3ccccc3F)nc2s1	-7%	-4%	-6%	-10%	32%[38.3 µM]	-3%	-40%
COc1cc2cc(C(=O)O)[nH]c2c(OC)c1OC	11%[9.22 µM]	-3%	-11%[15.4 µM]	1%	3%[38.3 µM]	-16%	3%
CN(c1ccccc1)c1ccc(/C=N/N2CCOCC2)cc1	6%	-7%	-5%	x	4%	-9%	-13%
O=C(C[n+]1cc(-c2ccccc2)n2c1CCC2)Nc1nc(-c2ccc(F)cc2)cs1	-6%	-4%	5%	-6%[10 µM]	14%	2%	9%
Cc1cc(C(=O)N/N=C/c2ccncc2)c(C)o1	0%[9.22 µM]	4%	x	19%[10 µM]	x	7%	0%
CCOC(=O)c1cccc(-c2ccc(C=O)o2)c1	8%	3%	-5%	19%[10 µM]	7%	-3%	59%[activator]
Cc1cc(C(=O)CN2C(=O)NC(C)(c3ccccc3)C2=O)c(C)n1CC1CCCO1 (centres undefined)	1%	14%	-11%	20%[10 µM]	-1%	-11%	3%
Cc1onc(-c2ccccc2Cl)c1C(=O)NCc1cccnc1	-5%	3%	1%	1%[10 µM]	0%[38.3 µM]	1%	8%
CN1C=CC=C/C1=C1/N=C(c2ccccc2)OC1=O	7%	-13%	-1%	1%	4%	4%	2%
O/N=C1/CCc2nonc2/C1=N/O	u	-3%	8%	u	18%[38.3 µM]	-3%	-3%
CCc1ccc(NC(=O)/C(C#N)=C/c2cc3ccc(C)cc3nc2N2CCOCC2)cc1	u	-2%	3%	-4%[10 µM]	u	-2%	10%
CCOc1ccc(NC(=O)COC(=O)Cn2cnnn2)cc1OCC	-14%	-5%	5%	-8%[10 µM]	3%	0%	-5%
CCOC(=O)c1nc(C)n(-c2ccc(Cl)cc2Cl)n1	2%	4%	-6%	2%[10 µM]	11%[38.3 µM]	-2%	6%
Cc1occc1-c1n[nH]c(=S)n1-c1ccccc1	-4%	1%	-9%	-3%[10 µM]	-28%	-3%	14%

A draw from above in order of length of the SMILES, falling:
SMILES	HttQ103 aggreg	GAA glycogen mod	GAA inhib	HTT ATP protect	IMPase Li inh	aGlu spleen mod	GoLoco inh red
CCc1ccc(NC(=O)/C(C#N)=C/c2cc3ccc(C)cc3nc2N2CCOCC2)cc1	u	-2%	3%	-4%[10 µM]	u	-2%	10%
CCOC(=O)c1cc(=O)n2nc(-c3ccccc3F)nc2s1	-7%	-4%	-6%	-10%	32%[38.3 µM]	-3%	-40%
Cc1onc(-c2ccccc2Cl)c1C(=O)NCc1cccnc1	-5%	3%	1%	1%[10 µM]	0%[38.3 µM]	1%	8%
CN(c1ccccc1)c1ccc(/C=N/N2CCOCC2)cc1	6%	-7%	-5%	x	4%	-9%	-13%
CN1C=CC=C/C1=C1/N=C(c2ccccc2)OC1=O	7%	-13%	-1%	1%	4%	4%	2%
Cc1occc1-c1n[nH]c(=S)n1-c1ccccc1	-4%	1%	-9%	-3%[10 µM]	-28%	-3%	14%
CCOC(=O)c1cccc(-c2ccc(C=O)o2)c1	8%	3%	-5%	19%[10 µM]	7%	-3%	59%[activator]
O/N=C1/CCc2nonc2/C1=N/O	u	-3%	8%	u	18%[38.3 µM]	-3%	-3%

Remaining list, next part.
SMILES	HttQ103 aggreg	GAA glycogen mod	GAA inhib	HTT ATP protect	IMPase Li inh	aGlu spleen mod	GoLoco inh red
O=C(CCNC(=O)c1ccc(Cl)cc1)Nc1c(F)c(F)cc(F)c1F	6%	-1%	0%	5%[10 µM]	2%	4%	10%
NC(=O)c1ccc(Oc2ccc(Cl)cc2)c([N+](=O)[O-])c1	-14%[9.22 µM]	-3%	x	-10%[10 µM]	x	-3%	3%
O=C(CSCc1ccccc1)Nc1ccc(F)c(F)c1	3%	16%	1%	4%[10 µM]	17%	-1%	17%
COC(=O)C(C#N)C(=C1C(=O)CC(C)(C)CC1=O)c1ccc(O)cc1 (centres undefined)	12%	-2%	0%	1%[1.9 µM]	-4%[38.3 µM]	-9%	-2%
COc1ccc(S(=O)(=O)N2CCC(C(=O)N3CCCC3)CC2)cc1	-4%	-4%	-2%	11%	-2%[38.3 µM]	-6%	0%
C=CCN1C(=O)/C(=C/c2ccc(OCC(=O)O)cc2)S/C1=N/c1nccs1	16%	-2%	-6%	x	-9%	-11%	6%
CC(C)CN(CC(C)C)C(=O)CS(=O)(=O)Cc1ccccc1	-12%	-8%	-6%	28%[0.074 µM]	43%[activator][38.3 µM]	5%	9%
NC(=O)C1CC(=O)N(c2ccc(OCc3ccccc3Cl)cc2)C1 (centres undefined)	-17%[9.22 µM]	2%	2%	-26%[10 µM]	-2%	3%	7%
Cc1cc(C(=O)CSc2n[nH]c(N)n2)c(C)n1-c1ccc2c(c1)OCO2	u	-1%	-1%	-73%[inhibitor][10 µM]	5%	3%	0%
CC(Sc1nc2ccccc2n1C)C(=O)Nc1ccc(N2CCOCC2)cc1 (centres undefined)	15%	0%	1%	-60%[inhibitor]	-1%	7%	9%
Cn1c(=O)c2c(nc(NCc3cccnc3)n2Cc2ccccc2Cl)n(C)c1=O	16%	-4%	-7%	-58%[inhibitor]	5%	5%	21%
COCCNC(=O)C(=O)Nc1ccc(Br)cc1	-10%	0%	3%	18%[10 µM]	-2%	-9%	-1%
N#C/C(=C\C=C\c1ccccc1[N+](=O)[O-])c1nc(-c2ccc3c(c2)OCO3)cs1	12%	-2%	3%	-7%[10 µM]	0%	-1%	15%
COC(=O)[C@@H]1C[C@H]2CC[C@H](O)C[C@H]2N1Cc1ccc(C)s1	-8%[9.22 µM]	-8%	x	-5%	2%	-7%&14%	1%&13%
CC(C)Oc1cccc(C(=O)C2CCCN(C(=O)c3ccsc3)C2)c1 (centres undefined)	22%[9.22 µM]	5%	x	14%[10 µM]	5%	6%	2%

Reprinted at random: 2 records from the list
SMILES	HttQ103 aggreg	GAA glycogen mod	GAA inhib	HTT ATP protect	IMPase Li inh	aGlu spleen mod	GoLoco inh red
NC(=O)c1ccc(Oc2ccc(Cl)cc2)c([N+](=O)[O-])c1	-14%[9.22 µM]	-3%	x	-10%[10 µM]	x	-3%	3%
NC(=O)C1CC(=O)N(c2ccc(OCc3ccccc3Cl)cc2)C1 (centres undefined)	-17%[9.22 µM]	2%	2%	-26%[10 µM]	-2%	3%	7%

(more compounds)
SMILES	HttQ103 aggreg	GAA glycogen mod	GAA inhib	HTT ATP protect	IMPase Li inh	aGlu spleen mod	GoLoco inh red
O=C(c1ccccc1)c1ccc(C(=O)N2CCN(c3ccc(F)cc3)CC2)o1	0%	1%	-15%	-32%	3%[38.3 µM]	2%	6%
Cc1ccccc1C(=O)NC(CC(C)C)C(=O)OCc1cc(=O)n2cc(Br)ccc2n1 (centres undefined)	-6%	6%	-1%	2%[1.9 µM]	-18%	3%	-6%
CNC(=O)N1CCN(C(=O)NC)CC1	4%[9.22 µM]	9%	4%	-15%	25%[38.3 µM]	10%	11%
C=CCOc1cccc(/C=N/NC(=O)C(=O)NCc2ccco2)c1	16%	8%	7%	4%	-5%[38.3 µM]	0%	4%
CC(C)CNC(=O)C1CCN(c2ccc(S(=O)(=O)N3CCOCC3)cc2Cl)CC1	-19%	15%	-1%	-27%[10 µM]	0%[38.3 µM]	-2%	-1%
COc1ccccc1OCCCCNC(C)(C)C	7%	-1%	2%	4%	-4%[38.3 µM]	1%	8%

Screening results: PubChem, National Center for Advancing Translational Sciences (NCATS)
